Screening results as filed in PubChem BioAssay.
STAT3 blocker: inhibitors of IL-6 induced STAT3 signaling; inhibition, % at 5.5 µM; hit rate 0.89% among 190,000; U3A cells, IL-6 STAT3-luciferase reporter, luminescence; host cell line lacks STAT1;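 active = inhibition above the mean inhibition across all screened compounds plus 3 SD, cut at about 44% in these data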;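 also: 0% = DMSO only wells and 100% = 100 µM nifuroxazide control wells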
PPARg SRC-1 ag: promotes SRC-1 coactivator recruitment by human PPARgamma | P37231 | PPARgamma-SRC-1 coactivator recruitment biochemical assay | activation, % at 8 µM | hit rate 0.41% among 200,000 | AID 631; in the data active = activation above about 19%;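 also: 0% = DMSO and 100% = reference agonist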
TLR4-MyD88 BLA: inhibitors of human TLR4-MyD88 binding; AID 861; hit rate 0.18% among 200,000; HeLa CL3-4 TLR4/MyD88 BLA complementation, FRET ratio; O00206+Q99836; inhibition, % at 8.4 µM; in the data active = inhibition above about 25%;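 also: 0% = vehicle and 100% = reference inhibitor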
STAT3 activator: activators of IL-6 induced STAT3 signaling; U3A cells, IL-6 STAT3-luciferase reporter, luminescence; 100% = signal with IL-6 EC80 alone; activation (% of control), % at 5.6 µM; hit rate 0.91% among 190,000;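 active = activation above the screen-wide mean of compound activation plus 3 SD, cut at about 130% in these data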;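 also: 0% = background luminescence of wells with medium and substrate only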
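system = STAT3-luciferase reporter U3A cells | reagent = IL-6 stimulus at 33 ng/mL final | timing = 1 h compound pre-exposure, 6 h IL-6 stimulation, 37 °C | measured by = luminescence | evaluation = % activation versus median of IL-6-stimulated wells | control set = IL-6-only wells as 100% reference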
PPARg SRC-3 ag: promotes SRC-3 coactivator recruitment by human PPARgamma; biochemical PPARgamma/SRC-3 coactivator recruitment assay; activation, % at 8 µM; hit rate 0.26% among 200,000; AID 731; in the data active = activation above about 23%;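 also: 0% = DMSO and 100% = reference agonist; some compounds past the cut are filed as inactive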
S1P3 antag: blocks the human S1P3 receptor; inhibition, % at 4.98 µM; Q99500; hit rate 0.27% among 170,000; CHO S1P3 NFAT-BLA reporter, FRET fluorescence, antagonist mode;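 active = inhibition above the plate cutoff, the mean inhibition of test wells on that plate plus 3 SD, cut at about 28% in these data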;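 also: cells challenged with S1P at its EC80 of 0.8 µM; blue over green emission ratio from cleaved BLA substrate after 4 h stimulation; 0% = S1P-stimulated wells and 100% = unstimulated DMSO-only wells; some compounds past the cut are filed as inactive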
Target sequence (Q99500 whole entry, looked up): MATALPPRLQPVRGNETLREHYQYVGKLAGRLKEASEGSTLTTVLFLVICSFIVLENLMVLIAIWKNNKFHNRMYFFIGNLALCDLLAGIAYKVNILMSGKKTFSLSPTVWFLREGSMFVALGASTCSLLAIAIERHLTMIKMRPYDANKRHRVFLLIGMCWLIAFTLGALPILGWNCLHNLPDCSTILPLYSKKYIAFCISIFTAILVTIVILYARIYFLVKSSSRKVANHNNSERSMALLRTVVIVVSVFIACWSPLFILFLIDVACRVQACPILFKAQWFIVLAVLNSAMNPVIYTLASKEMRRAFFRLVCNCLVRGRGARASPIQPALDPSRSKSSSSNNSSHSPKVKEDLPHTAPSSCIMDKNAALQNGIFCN
STAT1 inh: STAT1 signaling inhibition | NIH 3T3 STAT1-luciferase reporter, IFN-gamma, luminescence | inhibition, % at 5.5 µM | hit rate 0.35% among 200,000 | AID 920;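 active = inhibition above a set limit, the mean inhibition across all tested compounds plus 3 SD, cut at about 34% in these data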;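 also: 0% = IFN-gamma with DMSO and 100% = IFN-gamma with 300 µM nifuroxazide; values of inactives mirror those of a sister screen read the other way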
PPARg SRC-2 ag: promotes SRC-2 coactivator recruitment by human PPARgamma; activation, % at 8 µM; hit rate 0.34% among 200,000; P37231; PPARgamma LBD-SRC-2 recruitment, biochemical; in the data active = activation above about 22%;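 also: 0% = vehicle and 100% = reference agonist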
ROMK primary: modulators of human ROMK potassium channel; P48048; Tet-inducible ROMK, thallium flux fluorescence; actives lie on both sides; B-score at 10 µM; hit rate 2% among 130,000; AID 1918;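 active = signal ratio slope over the read window, or its plate-corrected B-score, at least 3 SD from the plate mean, either direction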;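 also: B-score of the F/F0 ratio slope over 7 to 12 s after thallium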
Target sequence (P48048 whole entry, looked up): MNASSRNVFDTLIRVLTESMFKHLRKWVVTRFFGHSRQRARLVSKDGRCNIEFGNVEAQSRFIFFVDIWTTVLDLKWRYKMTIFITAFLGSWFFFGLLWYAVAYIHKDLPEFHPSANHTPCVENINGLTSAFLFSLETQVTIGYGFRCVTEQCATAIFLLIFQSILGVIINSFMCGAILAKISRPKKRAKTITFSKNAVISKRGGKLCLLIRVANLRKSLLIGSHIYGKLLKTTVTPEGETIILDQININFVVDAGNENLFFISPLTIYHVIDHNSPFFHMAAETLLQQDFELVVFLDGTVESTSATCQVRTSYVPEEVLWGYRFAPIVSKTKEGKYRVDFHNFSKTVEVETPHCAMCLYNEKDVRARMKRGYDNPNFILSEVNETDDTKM
RAM network inh: inhibitors of the yeast RAM network. S. cerevisiae dse1pr::URA3 reporter, 5-FOA growth OD615, 2 d; analog-sensitive cbk1-as2 kinase mutant strain. inhibition, % at 50 µM. hit rate 1.8% among 190,000;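 active = inhibition above a set limit, 3 SD over mean compound inhibition, cut at about 8.4% in these data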;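 also: 0% = DMSO-only wells with no growth and 100% = 10 µM 1-NA-PP1 full growth; inhibition rescues growth on 5-FOA so higher OD means more RAM inhibition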
SRC2 TRFRET art: TR-FRET artefact, counter-screen to PPARgamma/SRC-2 agonist assay; hits give high values; TR-FRET ratio at 8 µM; hit rate 0.4% among 200,000; AID 1049; in the data active = TR-FRET ratio above about 2000; also: inactives centre near 1500
Starred values were filed as active, the others as inactive; · = not tested or not shown.

canonical_smiles,STAT3 blocker,PPARg SRC-1 ag,TLR4-MyD88 BLA,STAT3 activator,PPARg SRC-3 ag,S1P3 antag,STAT1 inh,PPARg SRC-2 ag,ROMK primary,RAM network inh,SRC2 TRFRET art
CC(=O)c1ccc(S(=O)(=O)NCCCC(=O)NCCc2ccccn2)cc1,9,7,16,98,17,14,5,8,·,0.9,1704
Cc1cccc(S(=O)(=O)c2c(C)cc(C)nc2Cl)c1,-3,9,5,103,1,-7,-6,3,1.5,0.5,1665
COc1ccc(NC(=O)c2c[nH]n3c(=O)cc(C4CCN(C(=O)OC(C)(C)C)CC4)nc23)cc1Cl,13,2,6,93,4,-13,-11,4,0.31,7.4,1747
COc1ccc(-n2c(C)cc(/C=N/Nc3nnc(C)n3N)c2C)cc1,-12,11,-7,114,3,31*,-34,11,-0.00043,-0.4,1531
O=C(NCCCN1CCN(CCCNC(=O)c2cc([N+](=O)[O-])ccc2Cl)CC1)c1cc([N+](=O)[O-])ccc1Cl,7,7,0,95,5,-31,3,5,-1.5,0.5,1466
C#CCOCCOCCOCCNc1nc(N2CCN(C(=O)[C@H](CCCCN)n3cc([C@@H](N)C(C)CC)nn3)CC2)nc(N2CCN(C(=O)[C@H](CCCCN)n3cc([C@@H](N)CC(C)C)nn3)CC2)n1 (stereo partly drawn),·,2,-3,·,3,-18,-3,-1,·,-0.5,1644
CCOC(=O)N1CCN(Cc2cc(Cl)c3cccnc3c2O)CC1,3,-4,2,99,-2,-5,-3,-11,-0.47,-0.1,1389
CCCCCCOc1cccc(N)c1,2,6,-5,102,6,-30,-12,4,0.04,-0.5,1375
CC(C(=O)Nc1ccccc1-c1ccccc1)N(C)Cc1nc2ccccc2c(=O)[nH]1 (stereo not drawn),0,6,0,102,-6,-7,2,-9,-0.51,1.2,1373
Cc1ccc(F)c(NC(=O)CCc2ccccc2)c1,-1,2,-5,102,0,·,-17,9,·,-0.6,1578
COC(=O)c1cn(N(C)c2ncc(C(F)(F)F)cc2Cl)c(=O)c2ccccc12,14,0,2,94,-8,·,7,8,-0.53,3.8,1418
C/C(Cn1cnc([N+](=O)[O-])n1)=N/NC(=O)COc1c(Cl)cc(Cl)cc1Cl,-4,0,-10,107,1,1,10,-2,-0.74,1.1,1485
COc1cc(NC(=S)NCCc2c[nH]c3ccccc23)c(OC)cc1Cl,-2,5,-3,98,7,3,-4,7,·,2.9,1616
CCCN(CCC)c1ncnc2nc[nH]c12,22,5,4,82,-1,12,7,-2,·,0.6,1699
Cc1cc(SCC(=O)Nc2cccc(S(N)(=O)=O)c2)c(C)cc1Br,10,2,15,96,-1,4,12,1,-1.2,2.1,1704
CCCC(C(=O)O)N1C(=O)/C(=C/c2cccn2C)SC1=S (stereo not drawn),13,9,-7,85,0,0,5,-4,·,3.4,1634
CCOC(=O)C1(C(F)(F)F)N=C(C(F)(F)F)Nc2ccccc21 (stereo not drawn),4,5,1,103,8,·,-6,-2,1.4,1.5,1477
CCOc1ccccc1N1CCN(Cc2cccc(OC)c2OC)CC1,14,-2,-4,92,5,-13,6,-1,·,1.3,1389
COc1ccc(OC)c(NC(=O)C(=S)NC2CCCCC2)c1,10,5,-2,100,4,-6,-6,-5,-0.5,8.7*,1559
CC(c1n[nH]c(=S)n1Cc1ccccc1)N(C)C (stereo not drawn),4,1,-6,99,1,-9,4,-1,0.26,0.7,1506
COc1cc(-c2cc(C(=O)N3CCN(c4ccccn4)CC3)c3ccccc3n2)cc(OC)c1OC,7,-2,-5,98,-4,4,23,-3,·,1.7,1464
O=C(CCc1nnc(C2CCCCC2)o1)N1CCCCC1CCn1cccn1 (stereo not drawn),6,3,2,99,0,-6,-2,5,0.17,2.1,1692
CCc1nnc(NS(=O)(=O)c2ccc(NC(=S)NC(=O)/C=C/c3ccc(OC)cc3)cc2)s1,-3,4,-5,98,-4,-5,3,2,·,4.6,1518
CCC(Sc1n[nH]c(=O)[nH]c1=O)C(=O)OCc1ccccc1 (stereo not drawn),-9,-6,2,107,-2,·,8,-3,-0.36,-0.5,1439
Cc1ccc(O)c(C2=Nc3ccccc3N=C(c3cccs3)C2)c1,-6,6,-7,105,-1,-7,-4,13,-0.48,3.3,1641
O=C(NC1CCCc2ccccc21)c1cccc(S(=O)(=O)N2CCOCC2)c1 (stereo not drawn),-12,6,10,111,-1,-3,0,5,-1.5,4.5,1451
CCOC(=O)Cc1nn(CCc2ccccn2)c(=O)c2ccccc12,5,9,8,100,15,0,3,0,·,2.0,1741
O=C(c1c(O)c2ccccc2oc1=O)C1CCCCC1,2,0,-8,102,6,·,1,-2,·,-0.5,1641
C=Cn1cc[n+](CC(=O)C(C)(C)C)c1,-1,2,-18,103,0,1,-1,2,-0.038,0.5,1568
CC[C@H]1CN2CCc3cc(OC)c(OC)cc3[C@@H]2C[C@@H]1C[C@H]1NCCc2cc(OC)c(OC)cc21,101*,7,4,13,1,97*,71*,7,·,0.8,1599
CCOC(=O)c1cc2sccc2n1CC(=O)N1CCCC1,6,4,5,100,7,-6,-6,11,·,2.4,1754
O=C(N1CCCCC1)N1CCN(C(c2ccccc2)c2ccccc2)CC1,-4,-5,2,104,-9,·,5,-3,0.018,-0.1,1498
O=C(COC(=O)c1ccc2c(c1)OCCO2)Nc1cc(S(=O)(=O)N2CCOCC2)ccc1Cl,1,0,3,105,1,-10,1,5,1.6,1.8,1613
CCOC(=O)c1cc(OC(=O)c2ccccc2Br)n(-c2ccccc2)n1,-1,-3,3,101,0,·,3,-6,0.7,-0.2,1504
C=CCn1nc([N+](=O)[O-])nc1Sc1cccc2cccnc12,-4,3,17,107,1,4,-9,-8,0.97,-0.7,1502
CCOC(=O)c1cnc(SC)nc1N,15,8,-3,94,6,·,-2,2,·,0.0,1590
N#Cc1nc(COc2ccc(F)cc2)oc1NCCCn1ccnc1,-9,2,-10,111,-6,·,2,0,-1.5,-0.6,1486
O=C(COc1ccccc1)NCC(=O)N/N=C/C=C/c1ccccc1,-1,1,-5,97,6,-2,3,-3,·,4.4,1460
Cn1c(=O)[nH]c(=O)c2c1nc(N1CCOCC1)n2CCSc1nc2ccccc2[nH]1,12,-4,-1,93,4,·,4,3,·,0.9,1636
O=C1/C(=C\c2cccs2)SC(=S)N1C1CCS(=O)(=O)C1 (stereo not drawn),18,-1,16,89,1,-5,-8,8,0.073,1.2,1600
CCOC(=O)c1oc2nc(CC(C)C)c3c(c2c1N)CCC3,17,10,10,89,5,·,-5,-4,·,0.5,1626
O=C(O)COc1ccccc1/C=N/NC(=O)/C(=C\c1ccc2c(c1)OCO2)NC(=O)c1ccccc1,9,15,-10,100,4,2,-6,12,-0.025,-1.4,1609
COc1cc(NC(=S)Nc2cccnc2)cc(OC)c1,-6,5,18,105,9,-5,-7,1,·,1.9,1750
CCOc1ccccc1C(=O)Nc1nnc(CC)s1,2,-2,-7,98,2,-29,-15,6,·,-0.2,1586
NC(=O)[C@@H]1CCCNc2c(I)cc([N+](=O)[O-])cc2C(=O)N[C@@H](CCCN=C(N)N)C(=O)N[C@@H](CCCN=C(N)N)C(=O)N1,5,-6,2,93,-3,-15,-1,-2,-2,0.4,1480
Cc1ccc(N2CCN(C(=O)c3ccccc3Br)CC2)c(C)c1,3,4,-7,101,11,0,2,-6,·,-0.5,1617
O=C(CN1CCOCC1)Nc1ccc(S(=O)(=O)NC2CCCCC2)cc1,19,2,5,87,8,-13,-2,2,·,3.3,1714
Cn1c(=O)c2c(nc(NCc3ccco3)n2Cc2ccc(Cl)cc2Cl)n(C)c1=O,4,5,4,100,-11,·,5,-2,0.12,5.5,1548
COc1ccc(C2OC34CCCCC3C(C#N)(C#N)C2(C#N)C(=N)O4)cc1 (stereo not drawn),-3,-1,-1,106,4,·,10,16,·,0.3,1534
C/C(=N\N)c1c(-c2ccccc2)c2cc(Br)ccc2[nH]c1=O,3,4,10,100,0,-6,2,3,-0.7,-0.6,1630
Nc1cc(N)c(OCC(F)(F)F)cc1OCC(F)(F)F,15,8,3,94,22,-7,3,9,·,3.1,1496
CS(=O)(=O)Nc1cccc(C(=O)CC2(O)C(=O)Nc3ccc(Br)cc32)c1 (stereo not drawn),-8,-1,3,107,8,-13,4,8,0.034,0.3,1451
Cc1ccc(S(=O)(=O)CCC(=O)OCC(=O)c2c(C)[nH]c3ccccc23)cc1,6,0,-6,97,-5,-24,5,0,0.096,3.7,1491
COCCNC(=O)/C(C#N)=C/c1ccc(N2CCOCC2)o1,1,5,0,97,6,9,7,13,·,0.3,1648
Cc1nn(Cc2ccccc2)c(C)c1C(=O)OCC(=O)c1cc(C)n(C2CC2)c1C,24,-2,7,87,-6,12,1,-3,-0.022,9.1*,1271
O=C(CN1C(=O)c2ccccc2C1=O)Nc1cc([N+](=O)[O-])ccc1O,4,0,-16,96,2,0,8,6,-0.095,4.3,1524
CCOc1ccccc1CNCCNCC(C)O (stereo not drawn),11,9,-5,95,5,1,-3,8,-0.41,2.7,1497
O=C(CCCCCNc1nc(=S)[nH]c2ccccc12)NCCc1c[nH]c2ccccc12,-2,-7,2,105,4,4,4,8,0.12,0.4,1491
O=C(NCCCN1CCOCC1)c1ccc(CS(=O)(=O)c2cccc(C(F)(F)F)c2)o1,11,-4,8,99,-6,-14,-10,-1,·,1.7,1493
Cc1ccc(S(=O)(=O)NCC2CCC(C(=O)NCc3ccc4c(c3)OCO4)CC2)cc1 (stereo not drawn),10,3,-7,97,2,·,2,3,-0.29,4.2,1473

New compounds follow.
canonical_smiles,STAT3 blocker,PPARg SRC-1 ag,TLR4-MyD88 BLA,STAT3 activator,PPARg SRC-3 ag,S1P3 antag,STAT1 inh,PPARg SRC-2 ag,ROMK primary,RAM network inh,SRC2 TRFRET art
COc1ccc(OC)c(Cc2nnc(CCC(=O)NC(C3CC3)C3CC3)o2)c1,-2,4,-14,103,6,-11,1,6,1.2,0.6,1528
Cc1c(C(=O)NCc2ccccc2Cl)oc2c1C(=O)CCC2,8,-2,2,98,2,-37,-6,-2,·,0.3,1633
COc1ccc2c(c1)C1NC(=S)NC(C)(O2)C1C(=O)Nc1ccccc1C (stereo not drawn),7,10,9,102,-2,·,5,3,·,4.7,1460
Cn1sc(NC(=O)c2ccccc2Cl)nc1=O,-3,5,2,103,4,·,4,1,·,0.3,1622
O=C(CCSCc1ccccc1Cl)N1CCN(c2cccc(Cl)c2)CC1,6,0,7,98,8,·,-2,-11,·,6.4,1385
CC(C)(C)NC(=O)C(=O)N/N=C/c1cccs1,-16,-8,10,114,-6,·,-22,1,·,1.0,1566
